High-throughput results (PubChem)
SENP8 block-1 – SENP8 protease inhibitors, primary screen, biochemical, luminescence; AID 2540, 2010; 330,000 compounds, 1.2% hits; inhibition, % at 10 µM; purified SENP8, Z-RLRGG-aminoluciferin cleavage; Sentrin-specific protease 8 (Homo sapiens), Q96LD8; in the data active = inhibition above about 50%
Target sequence (Q96LD8 whole entry, looked up): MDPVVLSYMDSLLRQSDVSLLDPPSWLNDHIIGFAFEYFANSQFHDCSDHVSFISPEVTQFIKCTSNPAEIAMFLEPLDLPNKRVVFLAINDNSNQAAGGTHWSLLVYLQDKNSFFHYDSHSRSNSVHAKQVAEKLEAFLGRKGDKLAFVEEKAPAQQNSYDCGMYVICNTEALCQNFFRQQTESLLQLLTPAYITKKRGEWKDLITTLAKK
PfG6PD inh – PfG6PD enzyme inhibitors, primary screen, biochemical, fluorescence intensity, uHTS | glucose-6-phosphate dehydrogenase-6-phosphogluconolactonase (Plasmodium falciparum 3D7) | PfGluPho enzyme, NADPH resazurin-diaphorase fluorescence | inhibition, % at 20 µM | 350,000 compounds, 0.78% hits;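 active = inhibition reaching at least a set limit at 20 µM in the primary screen, cut at about 59% in these data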;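 also: 0% = DMSO wells with substrate and 100% = DMSO wells lacking glucose-6-phosphate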
Apaf-1 inh – inhibitors of human Apaf-1 apoptosome, primary screen, biochemical, DEVD-Rh110 fluorescence, uHTS; 330,000 compounds, 0.71% hits; Apoptotic protease-activating factor 1 (Homo sapiens), O14727; reconstituted apoptosome caspase-3 activity; inhibition, % at 20 µM; active = inhibition of at least 40% at 20 µM;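 also: plate controls were DMSO wells for no effect and DEVD-CHO caspase inhibitor wells for full effect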
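System: reconstituted apoptosome with Apaf-1, cytochrome c, caspase-9, procaspase-3, dATP; Signal: Rh110 fluorescence intensity; Schedule: 30 min compound preincubation, 50 min activation, room temperature; Reagent: cytochrome c trigger plus (Z-DEVD)2-Rh110 caspase-3 substrate.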
SENP1 FRET inh – human SENP1 catalytic domain inhibitors, primary screen, biochemical, FRET, uHTS; Sentrin-specific protease 1 (Homo sapiens), Q9P0U3; recombinant SENP1 catalytic domain, CyPet-SUMO1-YPet FRET cleavage; inhibition, % at 10 µM; 360,000 compounds, 0.21% hits; AID 624204, 2012;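 active = inhibition at least 30% at 10 µM, raw YFP signal under a set limit, fluorescence ratio 0.5 to 1.5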;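 also: 0% = enzyme with DMSO and 100% = no enzyme wells; some results filed as inactive read as strong as hits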
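System: Recombinant human SENP1 catalytic domain, His6-tagged | Incubation: Enzyme reaction for 50 min at room temperature, dark | Medium: Tris pH 8 with BME, BSA, NP40 and catalase | Also added: 25 nM SUMO1 FRET substrate | Compound: 10 µM single point, 0.5% DMSO | Measured by: FRET fluorescence in CFP and YFP emission channels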
NALP3 yeast inh – NALP3 inflammasome inhibitors in reconstituted yeast, primary screen, luminescence, uHTS. Yeast reconstituted NLRP3/ASC/caspase-1, beta-gal luminescence, 24 h. inhibition, % at 10 µM. 330,000 compounds, 0.39% hits. AID 2825, 2010;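 active = inhibition of 50% or more; inactive = inhibition below 50%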;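 also: plate controls were induced DMSO wells for no effect and uninduced yeast grown without galactose for full effect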
SENP8 block-2 – human SENP8 protease inhibitors, primary screen, biochemical, fluorescence, Nedd8 protein substrate, uHTS | inhibition, % at 20 µM | recombinant SENP8 | Sentrin-specific protease 8 (Homo sapiens), Q96LD8 | AID 602440, 2012 | 360,000 compounds, 0.64% hits; in the data active = inhibition mostly above about 40%, no sharp cut-off; inactive = mostly below about 27%
SENP7 inh – SENP7 protease inhibitors, primary screen, biochemical, luminescence, uHTS. inhibition, % at 5 µM. AID 434973, 2010. 330,000 compounds, 1.5% hits. Sentrin-specific protease 7 (Homo sapiens), Q9BQF6. recombinant SENP7, Z-RLRGG-aminoluciferin luminescence, 40 min;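 active = inhibition above about 50% at the single test dose, limit read from the data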;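 also: plate controls were DMSO with enzyme for no effect and no enzyme buffer wells for full effect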
Target sequence (Q9BQF6 706-1050 limits assumed): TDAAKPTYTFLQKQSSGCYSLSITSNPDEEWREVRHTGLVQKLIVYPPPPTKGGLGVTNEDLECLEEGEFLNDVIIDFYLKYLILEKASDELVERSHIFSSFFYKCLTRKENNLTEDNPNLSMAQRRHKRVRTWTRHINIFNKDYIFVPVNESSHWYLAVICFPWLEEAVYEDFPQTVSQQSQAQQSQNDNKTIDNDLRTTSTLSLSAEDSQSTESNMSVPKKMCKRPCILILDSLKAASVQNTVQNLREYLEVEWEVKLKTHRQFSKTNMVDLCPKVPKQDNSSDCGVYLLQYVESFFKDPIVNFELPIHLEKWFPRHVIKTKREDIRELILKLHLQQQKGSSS
HKDC1 inh – HKDC1 hexokinase inhibitors, primary screen, biochemical, fluorescence, uHTS | Q2TB90 | recombinant HKDC1, G6PDH/diaphorase resazurin coupled fluorescence | inhibition, % at 20 µM | 340,000 compounds, 0.16% hits;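 active = inhibition above about 35% when tested at 20 µM, limit read from the data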;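 also: plate controls were DMSO wells with enzyme for no effect and DMSO wells lacking enzyme for full effect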
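Test system: recombinant HKDC1 (HK5) hexokinase enzyme, produced in-house; Amount: enzyme 5 µg/mL final; Buffer or medium: Tris pH 8.0 buffer with MgCl2, Tween-20, BSA, BME; Reagent: glucose and ATP substrates; Doses: 20 µM test compound, 1% DMSO; Incubation: 90 min reaction incubation at room temperature, dark; Detection: resorufin fluorescence at 613 nm.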
SENP6 inh – SENP6 protease inhibitors, primary screen, biochemical, luminescence, uHTS; 330,000 compounds, 1.8% hits; Sentrin-specific protease 6 (Homo sapiens), Q9GZR1; AID 2599, 2010; Recombinant SENP6 catalytic domain, aminoluciferin luminescence; inhibition, % at 10 µM;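 active = inhibition above about 50% at the single tested dose, limit read from the data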;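 also: plate controls were DMSO wells with enzyme for no effect and DMSO wells lacking enzyme for full effect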
Target sequence (Q9GZR1 628-1112 limits assumed): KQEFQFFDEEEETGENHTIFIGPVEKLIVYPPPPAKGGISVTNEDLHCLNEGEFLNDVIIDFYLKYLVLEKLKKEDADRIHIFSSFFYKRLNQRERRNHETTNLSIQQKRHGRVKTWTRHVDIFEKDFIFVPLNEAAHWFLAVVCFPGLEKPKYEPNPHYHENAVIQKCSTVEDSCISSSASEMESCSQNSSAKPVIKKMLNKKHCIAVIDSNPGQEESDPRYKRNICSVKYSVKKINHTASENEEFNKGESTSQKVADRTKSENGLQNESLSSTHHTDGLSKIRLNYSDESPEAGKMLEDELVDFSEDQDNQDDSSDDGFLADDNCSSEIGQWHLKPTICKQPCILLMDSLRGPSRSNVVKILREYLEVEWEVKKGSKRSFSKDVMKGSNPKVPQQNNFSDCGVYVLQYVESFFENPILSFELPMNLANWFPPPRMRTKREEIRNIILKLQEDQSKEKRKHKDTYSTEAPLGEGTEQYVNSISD
* hit, by the source's call; / = no result given.

The line under a structure holds: SENP8 block-1, PfG6PD inh, Apaf-1 inh, SENP1 FRET inh, NALP3 yeast inh, SENP8 block-2, SENP7 inh, HKDC1 inh, SENP6 inh
1) COc1ccc(C2CC(c3ccccc3)=NN2C(=O)COC(=O)c2ccc(Cl)nc2)cc1 (stereo not drawn)
  0, -3, 22, -7, 3, -1, 2, 14, 14
2) C/C(=N\NC(=O)C(=O)Nc1cccc(Cl)c1)c1ccncc1
  0, 0, 4, 0, 14, 4, -4, -5, 23
3) COc1ccc(S(=O)(=O)N2CCCCC2)cc1NC(=O)c1cc(C)on1
  1, 19, 8, -1, -16, 6, 6, 2, -10
4) O=C(COc1cccc(Br)c1)Nc1ccc(Cl)c(S(=O)(=O)N2CCOCC2)c1
  7, 12, 4, -2, 6, 6, -8, -4, 20
5) CC(C)OCC(O)CN (stereo not drawn)
  -13, -9, 6, -2, 22, 18, -7, -4, -28
6) O=C(C(c1ccccc1)c1ccccc1)N1CCN(Cc2ccccn2)CC1
  -7, -1, -2, 2, 14, 25, -8, -4, 4
7) COc1cc(/C=N\NC(=O)CC(=O)NCCc2ccccc2)ccc1O
  2, -19, 9, 3, -33, -37, -2, 3, 0
8) O=C(Cc1nc2ccccc2[nH]1)c1ccc(Br)cc1
  -16, -18, 9, -26, 6, -41, -12, -22, 6
9) O=C(COC(=O)C12CC3CC(CC(C3)C1)C2)Nc1nc2c(F)c(F)c(F)cc2s1
  -3, 4, 27, -10, 5, 9, 0, 8, -4
10) CCN(CC)CCN(C(=O)C1=COCCO1)c1nc2cc(C)cc(C)c2s1
  -18, 9, 18, 1, 25, 2, 8, -3, -14

Some entries already given, limited to PfG6PD inh and SENP1 FRET inh:
No.	mol	PfG6PD inh	SENP1 FRET inh
1	COc1ccc(C2CC(c3ccccc3)=NN2C(=O)COC(=O)c2ccc(Cl)nc2)cc1 (stereo not drawn)	-3	-7
2	C/C(=N\NC(=O)C(=O)Nc1cccc(Cl)c1)c1ccncc1	0	0
3	COc1ccc(S(=O)(=O)N2CCCCC2)cc1NC(=O)c1cc(C)on1	19	-1
4	O=C(COc1cccc(Br)c1)Nc1ccc(Cl)c(S(=O)(=O)N2CCOCC2)c1	12	-2

2 consecutive records already listed:
The line under a structure holds: SENP8 block-1, PfG6PD inh, Apaf-1 inh, SENP1 FRET inh, NALP3 yeast inh, SENP8 block-2, SENP7 inh, HKDC1 inh, SENP6 inh
1) COc1ccc(C2CC(c3ccccc3)=NN2C(=O)COC(=O)c2ccc(Cl)nc2)cc1 (stereo not drawn)
  0, -3, 22, -7, 3, -1, 2, 14, 14
2) C/C(=N\NC(=O)C(=O)Nc1cccc(Cl)c1)c1ccncc1
  0, 0, 4, 0, 14, 4, -4, -5, 23

Continued.
The line under a structure holds: SENP8 block-1, PfG6PD inh, Apaf-1 inh, SENP1 FRET inh, NALP3 yeast inh, SENP8 block-2, SENP7 inh, HKDC1 inh, SENP6 inh
11) COc1ccc(N2C(=S)N=C(Nc3cccc(C)c3)C23CCCCC3)cc1
  -9, -3, 11, 2, 5, 18, 2, -12, -8
12) O=C(NC1CCN(c2ncccn2)CC1)c1c(F)cccc1F
  7, 8, 0, 0, 27, -8, -2, -4, 7
13) COc1ccc(NS(=O)(=O)c2cccc(-c3nnc4n3CCCCC4)c2)cc1
  5, -9, 1, -2, 7, 13, -1, -8, -6
14) CN1CCN(S(=O)(=O)c2cccc(C(=O)Nc3ccccc3N3CCCCC3)c2)CC1
  -11, 12, 22, -1, 20, 23, -11, -5, -6
15) O=C(Nc1ccccc1F)C1CCN(C(=O)Cc2ccccc2)CC1
  1, 2, -4, -1, -2, 9, 4, -4, 0
16) CC(=O)c1cccc(NC(=O)Nc2ccc(C(=O)N3CCCC3)cc2)c1
  -7, 1, -2, 2, 6, 23, 10, -11, -13
17) COc1cc(/C=C(\NC(C)=O)C(=O)Nc2cccc(O)c2)ccc1OC(C)=O
  -7, -11, 4, 0, 1, 14, -2, 2, -12
18) O=C(Nc1ccccc1)C1=C[C@@H](c2ccccc2)C[C@@H](OCc2ccc(CO)cc2)O1
  10, 2, 2, -1, 36, 7, 0, 0, -3
19) O=C(OCc1cccc([N+](=O)[O-])c1)c1cc2ccccc2oc1=O
  3, -14, -1, 3, 12, -55, 1, -6, -12
20) CC(C)C1N(c2ccccc2)C(N)=C(C#N)C1(C#N)C#N (stereo not drawn)
  2, 12, -2, 2, 15, 9, 8, -4, -11

As entered above:
SENP7 inh, compound 20 → 8
HKDC1 inh, compound 19 → -6
SENP7 inh, compound 17 → -2
SENP8 block-1, compound 15 → 1
Apaf-1 inh, compound 14 → 22

Continued:
The line under a structure holds: SENP8 block-1, PfG6PD inh, Apaf-1 inh, SENP1 FRET inh, NALP3 yeast inh, SENP8 block-2, SENP7 inh, HKDC1 inh, SENP6 inh
21) Cc1ccc(OC(C)C(=O)Nc2ccc3c(c2)n(C)c(=O)n3C)c(C)c1 (stereo not drawn)
  4, -5, 6, 3, 10, 19, 4, -13, 12
22) COc1ccc(C(=O)Nc2cccc3cccnc23)cc1OC
  0, 10, 5, 2, 26, 2, 3, -10, -16
23) O=S1(=O)CCC(NC(=S)NCCNC(=S)NC2CCS(=O)(=O)C2)C1 (stereo not drawn)
  -1, 6, 3, 2, 13, 18, -1, -7, 10
24) CCC(CC)C(=O)Nc1nnc(S(=O)(=O)N2c3ccccc3CC2C)s1 (stereo not drawn)
  -8, -26, 8, 1, 17, 17, 1, 6, -10
25) CC(=O)c1c(C)[nH]c(C(=O)CN2C(=O)NC(C)(CCC(C)C)C2=O)c1C (stereo not drawn)
  -6, 1, 16, -2, 9, 6, -6, -9, -37
26) O=C(Nc1ccccc1)c1cc2n(n1)C(C(F)(F)F)CC(C1CC1)N2 (stereo not drawn)
  11, 0, -6, 0, 26, 17, 2, 4, 5
27) O=C(O)c1nn(-c2ccccc2-c2n[nH]c(=O)[nH]c2=O)c(=O)[nH]c1=O
  -5, /, -3, /, -4, /, 2, /, 3
28) COCCn1c(SCc2c(F)cccc2Cl)nc2c1c(=O)[nH]c(=O)n2C
  -6, 0, 4, 1, 13, 5, 3, 0, 9
29) Nn1cc(-c2ccccc2)nc1SCC(=O)N1CCN(S(=O)(=O)c2ccc(Cl)cc2)CC1
  -9, 26, 12, 0, 3, 29, -3, 17, -20
30) COc1cc(C(=O)NCc2cccs2)ccc1OCc1c(C)noc1C
  10, 6, -7, 0, 4, 14, -3, 6, 2

Later entries:
| cpd | compound | SENP8 block-1 | PfG6PD inh | Apaf-1 inh | SENP1 FRET inh | NALP3 yeast inh | SENP8 block-2 | SENP7 inh | HKDC1 inh | SENP6 inh |
| --- | --- | --- | --- | --- | --- | --- | --- | --- | --- | --- |
| 31 | COc1ccc(C(=O)/C=C/c2cn(CN3CCN(C)CC3)c3ccccc23)cc1 | -3 | 45 | 3 | -28 | 38 | -270 | -2 | 14 | 15 |
| 32 | CCCc1cc(=O)oc2cc(C)cc(OCC(=O)Nc3ccc(CN4CCOCC4)cc3)c12 | 7 | -5 | 16 | 0 | 10 | -217 | 4 | 11 | -8 |
| 33 | CCN(CC(=O)NC(c1ccccc1)c1ccccc1)Cc1nc2ccccc2c(=O)[nH]1 | -2 | 2 | 12 | -22 | 10 | 7 | -2 | -3 | -19 |
| 34 | c1ccc(CN2CCC(N3CCN(Cc4ccc5c(c4)OCO5)CC3)CC2)cc1 | 10 | -8 | -20 | 2 | 7 | 14 | 3 | -4 | -11 |
| 35 | COc1ccc(/C=C(/NC(=O)c2ccc(C)cc2)C(=O)NCc2ccncc2)cc1 | -4 | -16 | 7 | -1 | 1 | 0 | 1 | 0 | 3 |
| 36 | Cc1ccc(S(=O)(=O)NCC(=O)OCc2nnc(-c3ccccc3)o2)cc1C | -5 | -5 | 6 | -3 | -18 | 4 | -8 | 2 | -5 |
| 37 | CC(=O)c1sc2nc(-c3cccs3)cc(C(F)(F)F)c2c1N | -5 | 8 | 6 | -6 | -8 | -287 | -4 | -2 | -17 |
| 38 | Cn1c(SCc2nnc(-c3ccc(F)cc3)o2)nnc1C1COc2ccccc2O1 (stereo not drawn) | -2 | 6 | 5 | 1 | 33 | 4 | -9 | -4 | -8 |
| 39 | CN1C2=NCCN2C(=O)c2cc(Cl)ccc21 | 4 | -8 | -13 | 1 | 6 | 0 | 4 | -3 | 1 |
| 40 | COc1ccc(-c2nn(-c3ccccc3)cc2/C=C2/SC(=S)N(CCC(=O)O)C2=O)c(C)c1 | 4 | -31 | 1 | -11 | 21 | 24 | -16 | 7 | -7 |
| 41 | COc1ccc(-c2nc3ccccc3c(=O)n2NC(=O)Cc2ccccc2)cc1 | 2 | 2 | -11 | 1 | 28 | 13 | 9 | -7 | 3 |
| 42 | CC(=O)Nc1ccc(S(=O)(=O)Oc2ccc(Br)cc2C(=S)N2CCOCC2)cc1 | 1 | 2 | -4 | 2 | 11 | 18 | 0 | -4 | -5 |
| 43 | Cc1cc(Cl)ccc1NC(=S)NCc1ccccc1 | 3 | 11 | 16 | 1 | 7 | 14 | 11 | -6 | 6 |
| 44 | C#CCOCCOCCOCCNc1nc(N2CCN(C(=O)[C@H]([C@@H](C)CC)n3cc(CCCN=C(N)N)nn3)CC2)nc(N2CCN(C(=O)[C@H](CCCCN)n3cc(CCCC)nn3)CC2)n1 | 0 | 7 | 22 | 0 | 17 | 12 | 5 | -3 | 6 |
| 45 | COC(=O)c1ccc2c(=O)n(Cc3ccc(C(=O)NC4CCCC4)cc3)c(=S)[nH]c2c1 | -9 | 2 | -3 | 3 | -7 | -14 | -7 | -5 | -15 |
